# Screening results from PubChem BioAssay.
# CSN deneddyl inh – inhibitors of human CSN-mediated cullin deneddylation; Q92905; Purified CSN, SCF-Nedd8-OG deneddylation, fluorescence polarization; inhibition, % at 12.5 µM; actives 0.38% (n = 360,000); AID 651999;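 active = pattern-corrected inhibition above about 35%, with an unprinted fluorescence ratio check between 0.5 and 1.5, limit read from the data, passing the limit was not always enough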;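 note: 0% = enzyme with substrate and 100% = substrate without enzyme; some results filed as inactive read as strong as hits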
# Target sequence (Q92905 whole entry, looked up, one chain of several): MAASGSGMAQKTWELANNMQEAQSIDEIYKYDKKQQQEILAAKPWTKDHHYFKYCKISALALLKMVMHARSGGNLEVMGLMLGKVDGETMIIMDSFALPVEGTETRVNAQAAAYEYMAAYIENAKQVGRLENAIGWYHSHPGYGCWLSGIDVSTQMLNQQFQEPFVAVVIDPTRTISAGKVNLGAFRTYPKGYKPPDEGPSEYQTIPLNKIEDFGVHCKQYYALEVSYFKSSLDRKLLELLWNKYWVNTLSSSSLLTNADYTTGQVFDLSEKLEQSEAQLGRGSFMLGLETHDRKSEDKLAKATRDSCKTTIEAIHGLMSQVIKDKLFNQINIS
#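 Assay system: Purified human Csn5 enzyme expressed in HEK293T cells | Amount: Enzyme 0.24 nM | Measured by: Fluorescence polarization readout | Medium: Tris/NaCl/DTT buffer, pH 7.5 | Compound dosing: One concentration, 12.5 µM, 0.25% DMSO | Times: 90 min incubation of compound, enzyme and substrate at room temperature | Control set: no-enzyme wells high, enzyme-with-substrate wells low | Read-out: % inhibition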
# SUMO1 PPI mod – SUMO1-SIM interaction modulation. actives 0.33% (n = 360,000). SUMO1 binding to a labelled peptide, TR-FRET, 1 h. inhibition, % at 20 µM. P63165; in the data active = inhibition above about 37%
# Target sequence (P63165 whole entry, looked up): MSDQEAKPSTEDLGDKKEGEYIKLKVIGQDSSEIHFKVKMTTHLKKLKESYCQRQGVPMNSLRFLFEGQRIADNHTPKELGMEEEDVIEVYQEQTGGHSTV
# STEP block – blocks human striatal-enriched tyrosine phosphatase | AID 588621 | recombinant STEP, OMFP fluorogenic substrate, fluorescence | inhibition, % at 20 µM | P54829 | actives 0.25% (n = 360,000);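 active = inhibition at 20 µM, scaled per plate between control wells, above about 37%, limit read from the data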;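 note: 0% = DMSO with enzyme and substrate and 100% = substrate only without enzyme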
#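 Material: STEP (striatal-enriched tyrosine phosphatase) enzyme, cell-free | Medium: 50 mM Bis-Tris pH 6.0 with 2.5 mM DTT and 0.005% Tween 20 | Read-out: Percent inhibition scaled to no-enzyme and uninhibited-enzyme controls, plate-pattern corrected | Signal: Fluorescence read at 480 nm ex / 540 nm em | Times: 20 min reaction, room temperature, in the dark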
# Scp1 inh – Scp-1 (human) phosphatase inhibition; actives 0.88% (n = 340,000); inhibition, % at 20 µM; Recombinant Scp1, phosphopeptide, malachite green phosphate absorbance; Q9GZU7; AID 493091;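 active = inhibition above about 50% at 20 µM, limit read from the data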;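 note: plate controls were DMSO wells with enzyme for no effect and wells lacking enzyme for full effect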
#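 System: SCP-1 catalytic domain; Reagent: Phospho 17-mer peptide substrate; Doses: one concentration, 20 µM, with 1.0% DMSO; Incubation: 45 min room-temperature reaction, 5 min colour, 30 min stabiliser; Signal: Phosphate-binding colour reagent, absorbance read at 630 nm.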
# LMPTP inh – blocks human LMPTP phosphatase; P24666; recombinant LMPTP-A, OMFP fluorogenic substrate, fluorescence intensity; inhibition, % at 20 µM; actives 0.22% (n = 360,000); AID 651560;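 active = compounds that cut the enzyme signal by at least half of the control window in the single-dose screen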;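 note: plate controls were DMSO wells with enzyme plus substrate for no effect and substrate without enzyme for full effect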
# Target sequence (P24666 whole entry, looked up): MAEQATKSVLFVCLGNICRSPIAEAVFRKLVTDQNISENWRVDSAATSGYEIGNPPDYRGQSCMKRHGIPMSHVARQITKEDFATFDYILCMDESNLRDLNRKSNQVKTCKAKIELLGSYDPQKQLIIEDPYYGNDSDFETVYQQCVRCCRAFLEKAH
#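 Material: LMPTP-A; amount: 0.625 nM enzyme; doses: single 20 µM dose; times: reaction 50 min, room temperature, dark; technique: fluorescence intensity of OMFP turnover product; benchmarks: no-enzyme and uninhibited controls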
# TbMetRS inhib – blocks T. brucei methionyl-tRNA synthetase activity | purified T. brucei MetRS, ATP depletion, Kinase-Glo luminescence | inhibition, % at 11.9 µM | actives 0.4% (n = 360,000) | AID 624268;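 active = inhibition above a per-plate cutoff of the control wells' mean inhibition plus 3 SD, cut at about 5.5% in these data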;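 note: 0% = DMSO wells median and 100% = median of wells with control inhibitor compound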
#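 assay system = parasite MetRS enzyme | timing = 15 min preincubation, 2 h reaction, all 25 °C | evaluation = percent inhibition relative to median high and low control wells | medium = HEPES buffer containing pyrophosphatase, BSA, spermine, DTT | compound = single dose, 11.9 µM final nominal, 0.9% final DMSO | detection = Kinase-Glo luminescence, ATP depletion format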
# MLLE-PAM2 inh – blocks PAM2 peptide binding to the PABP1 MLLE domain. P11940. GST-MLLE / FITC-PAM2 fluorescence polarization. inhibition, % at 20 µM. actives 0.36% (n = 360,000). AID 588489; in the data active = inhibition above about 35%, passing the limit was not always enough;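 note: plate controls were DMSO wells with GST-MLLE for no effect and wells lacking GST-MLLE protein for full effect; some results filed as inactive read as strong as hits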
# Rpn11 inh – Rpn11 (human) deubiquitinase inhibition. AID 588493. human 26S proteasome, Ub4-pepOG fluorescence polarization; 20S core pre-blocked with epoxomicin. calls only at 20 µM. actives 0.59% (n = 360,000);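 active = inhibition at 20 µM, scaled to each plate's controls, above about 33%, limit read from the data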
# Target sequence (O00487 whole entry, looked up): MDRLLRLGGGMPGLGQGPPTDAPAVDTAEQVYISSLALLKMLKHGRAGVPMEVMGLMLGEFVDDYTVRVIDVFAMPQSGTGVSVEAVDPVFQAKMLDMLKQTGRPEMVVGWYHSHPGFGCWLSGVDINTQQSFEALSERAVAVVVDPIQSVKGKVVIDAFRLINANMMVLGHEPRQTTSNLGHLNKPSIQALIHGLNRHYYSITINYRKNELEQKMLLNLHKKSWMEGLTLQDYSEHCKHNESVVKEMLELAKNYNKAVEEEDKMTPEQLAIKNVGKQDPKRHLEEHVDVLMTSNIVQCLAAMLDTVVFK
# DNMT1 inh – inhibitors of human DNMT1; P26358; DNMT1 molecular beacon, Hinp1I cleavage, fluorescence; inhibition (reported as % activation of signal), % at 10 µM; actives 0.83% (n = 360,000); in the data active = inhibition above about 50%
# NadD inh – blocks S. aureus nicotinate mononucleotide adenylyltransferase; purified NadD enzyme, colorimetric absorbance read-out; inhibition, % at 20 µM; actives 0.78% (n = 360,000); AID 602399; in the data active = inhibition above about 26%; note: some compounds past the cut are filed as inactive
# * marks the source's active call; other numbers are inactive results; i = inactive; · = no result given; & = joins results of further samples.
SMILES,CSN deneddyl inh,SUMO1 PPI mod,STEP block,Scp1 inh,LMPTP inh,TbMetRS inhib,MLLE-PAM2 inh,Rpn11 inh,DNMT1 inh,NadD inh
COC(=O)Nc1ccc(S(=O)(=O)N(CCO)CCO)cc1,3,-2,-2,-1,-0.1,-0.5,0,i,1,-4
N#Cc1ccsc1NC(=O)COC(=O)c1ccc2ccccc2c1,12,2,-3,-5,4.1,0.2,-34,i,0,19
C[C@H](CO)N1C[C@H](C)[C@@H](CN(C)CC2CCCCC2)Oc2c(NS(=O)(=O)c3ccccc3)cccc2C1=O,-1,1,-2,4,-1.1,-0.4,-9,i,-1,2
O=C(Cn1nnc(-c2ccccc2Cl)n1)Nc1cccc(S(=O)(=O)N2CCCC2)c1,-1,2,1,-13,2.3,0.2,-3,i,-4,-3
CC(=O)c1ccc(Sc2nnc(C)s2)c([N+](=O)[O-])c1,-2,-19,-3,-3,-1.7,-0.4,-5,i,2,-5
O=[N+]([O-])/C(C(Cl)=C(Cl)Cl)=C(/NC1CC1)Sc1ccccc1,-2,0,2,-3,-0.2,0.1,12,i,-1,-1
COc1ccccc1NC(=O)C/C(N)=N/O,3,3,7,-8,-1.7,-0.1,9,i,4,0
COc1ccc([C@H]2C[C@@H](O)[C@H](n3cc(C4CC4)nn3)CN2CC2CCCCC2)cc1,0,-2,-3,·,-0.1,-2.0,10,i,-1,-3
O=C(OCc1cc(=O)n2ccsc2n1)c1ccccc1O,3,7,-4,53*,1.6,-0.3,7,i,30,-2
COc1ccc(NC(=O)CCCC(=O)c2ccccc2)cc1OC,1,1,-2,-10,0.8,-0.9,-16,i,0,-4
Nc1[nH]c(C(=O)c2ccccc2)c(-c2ccc(Cl)cc2)c1C(=O)NCc1ccco1,3,0,·,·,-1.5,-1.3,·,·,·,9
COc1ccccc1CCCNC(=O)C1CCC(=O)N(CCCN2CCCC2=O)C1 (stereo not drawn),2,-3,-2,-1,-0.4,-0.6,8,i,1,-1
CC(=O)NS(=O)(=O)c1ccc(NC(=O)c2ccc3c(c2)NC(=O)CS3)cc1,4,10,-1,-5,-0.8,-0.3,-12,i,3,0
O=C(O)c1cccc(-n2cccc2/C=N/O)c1,30,-1,11,77*,4.6,-0.4,13,i,105*,1
COC(=O)Cc1csc(NCc2ccccc2)n1,-1,3,-1,-3,-0.8,-0.6,-55,i,1,2
CN(C)S(=O)(=O)c1ccc(C(=O)Nc2ccc(S(=O)(=O)NC3=NCCCCC3)cc2)cc1,3,-4,0,-3,-0.5,0.1,-22,i,0,-3
CCOc1ccc(OCC)c(S(=O)(=O)NCc2ccc3c(c2)OCO3)c1,-3,1,-1,-14,-0.2,-0.4,9,i,1,4
Cc1ccc(Cl)cc1N1CCN(C(=O)c2cccc3c(=O)c(C)c(-c4ccccc4)oc23)CC1,3,-4,4,-7,5.5,-0.9,-33,i,-8,5
COc1cccc(OCC(O)CN2CCN(c3ccccc3)CC2)c1 (stereo not drawn),0&-3,3&2,2&2,-7&-11,-1.6&-1.2,-0.6&-1.3,-7&13,i,0&4,-3&-12
NC(=O)c1ccsc1NC(=O)c1coc2ccccc2c1=O,7,4,-1,13,1.1,-0.7,14,i,8,0
COc1ccc(C(C(=O)NC2CCCC2)N(CC2CCCO2)C(=O)Cc2cccs2)cc1OC (stereo not drawn),-3,2,2,-2,-2.4,-1.5,9,i,-1,-4
Cc1cccc(C(=O)NC(=S)NC(C)c2ccccc2)c1 (stereo not drawn),6,-1,1,-14,3.0,0.3,11,i,-6,2
CC(C)CSc1nc2c(c(=O)[nH]c(=O)n2C)n1CCc1ccccc1,0,-1,-1,-12,-0.9,-1.2,5,i,18,-4
O=C(NCc1nnc(SCC(=O)N2CCCCCC2)o1)c1ccccc1F,4,1,3,-8,-0.5,0.0,-14,i,-1,-7
CCOC(=O)C1=C(COC(=O)c2cccc(Cl)c2)NC(=O)NC1C (stereo not drawn),-2,5,-1,-9,0.4,0.1,-7,i,2,-5
Cc1cccc(C)c1OCc1cc(C(=O)N(Cc2c(C)nn(C)c2C)C2CC2)no1,-2,2,0,-1,-0.5,0.8,2,i,-2,1
CCN(CC)CCCNc1nc(CN2CCOCC2)nc2sc3c(c12)CCC3,-10,-2,-2,0,1.8,-0.7,0,i,2,-5
C(=NC12CN3CN(CN(C3)C1)C2)c1ccc2c(c1)OCO2,1,0,-2,-10,-9.9,-1.1,6,i,4,-3
O=C(NCCS(=O)(=O)N1CCN(c2ccccc2)CC1)c1ccccc1F,-1,-2,-2,-1,-0.2,-0.6,-8,i,-5,0
c1ccc(CN2CCN(c3cnc4ccccc4n3)CC2)cc1,-4,-10,-1,-4,-0.1,-0.5,-6,i,-1,-5
Cc1ccc(S(=O)(=O)Nc2ccc(Oc3cccnc3)nc2)cc1,-4,1,1,4,-0.7,0.8,-1,i,2,5
Cc1nc(C(F)(F)F)ccc1C(=O)N1CCC1(C)C(=O)NS(=O)(=O)c1cccc(F)c1 (stereo not drawn),-10,0,-2,·,-5.8,-0.3,8,i,-1,4
COC(=O)Cc1[nH]n(-c2nc3ccccc3s2)c(=O)c1C(C)=O,0,8,-1,6,1.6,-0.8,-9,i,1,0
CCC(=O)c1ccc(OCC(O)CN(CCc2ccccc2)Cc2ccccc2)cc1 (stereo not drawn),-1,0,-3,2,2.3,-1.2,-7,i,-11,-2
CCC(CC)NC(=O)/C=C/c1ccccc1Cl,-3,-2,0,10,-2.3,-1.3,12,i,7,0
CCN(CC)c1ccc(/C=C(\C#N)c2ccccn2)cc1,35,-33,0,-3,4.7,-0.2,-140,·,12,5
Cc1ccc(S(=O)(=O)NCCc2nnc(SCc3cccnc3)n2C)cc1,3,-4,-1,-7,-0.4,-0.2,3,i,1,3
COc1ccc(-c2nc3cc(C)ccn3c2NCc2ccc3c(c2)OCO3)cc1,2,-3,2,1,2.1,-0.3,14,i,1,-3
CCOc1cc(/C=N/n2cnnc2)ccc1OC(=O)c1cccc([N+](=O)[O-])c1,-5,-22,3,-2,3.8,-0.5,-14,i,-2,5
CN(C)CCN(C(=O)c1ccc2ccccc2c1)c1nc2cc3c(cc2s1)OCCO3,0,-9,0,-3,1.9,0.2,-10,i,-7,5
O=C(N/N=C\c1ccccc1OCc1ccccc1)c1ccco1,3,-3,1,-2,0.6,-0.7,12,i,-5,-3
CN(C(=O)CSc1nnc(-c2cccc(F)c2)n1N)C1CCS(=O)(=O)C1 (stereo not drawn),4,-5,3,-2,-1.2,-0.7,-19,i,1,-1
O=P(c1ccccc1)(c1ccccc1)c1cc(Br)cc(Br)c1OCCO,3,2,2,-12,-0.1,-1.0,3,i,-1,-6
CN(C)c1ccc(C(=O)N2CCCC(CCC(=O)N3CCN(c4ccccn4)CC3)C2)cc1 (stereo not drawn),-2,2,0,-4,-0.2,-0.1,-14,i,0,0
CCOc1ccc(NC(=O)CSc2nc(=O)n(Cc3ccccn3)c3c2CCC3)cc1,-3,7,0,0,0.0,-0.2,22,i,1,0
CN(CC(=O)Nc1cccc(F)c1)C(=O)c1ccc(OCc2ccccc2)cc1,-7,5,-3,-10,1.0,0.3,3,i,1,0
O=C(NCc1ccc(F)cc1)c1cc(C2CCCN(C(=O)c3ccccn3)C2)on1 (stereo not drawn),0,0,-1,·,-2.3,0.0,-9,i,0,2
COc1ccc(C)cc1-n1ccn(CC(=O)Nc2ccc(Br)cc2F)c(=O)c1=O,-3,-5,2,-5,-1.3,0.0,10,i,6,4
O=C(Nc1ccccc1)Nc1ccc(F)cc1F,1,-2,1,-1,-1.3,-0.4,11,i,2,-5
O=C(COC(=O)/C=C/c1ccc(F)cc1)Nc1ccc(S(=O)(=O)N2CCOCC2)cc1,0,-13,-1,-8,-0.9,-0.3,-7,i,-7,-1
COc1ccc([C@H]2CC(=O)C=C(c3cc4ccccc4s3)C2)cc1,-2,-11,3,-17,4.1,-0.3,6,i,43,-3

# Rewritten with values under each structure: 11 of the compounds above
# The line under a structure holds: CSN deneddyl inh	SUMO1 PPI mod	STEP block	Scp1 inh	LMPTP inh	TbMetRS inhib	MLLE-PAM2 inh	Rpn11 inh	DNMT1 inh	NadD inh
> O=C(N/N=C\c1ccccc1OCc1ccccc1)c1ccco1
 : 3	-3	1	-2	0.6	-0.7	12	i	-5	-3
> CN(C(=O)CSc1nnc(-c2cccc(F)c2)n1N)C1CCS(=O)(=O)C1 (stereo not drawn)
 : 4	-5	3	-2	-1.2	-0.7	-19	i	1	-1
> O=P(c1ccccc1)(c1ccccc1)c1cc(Br)cc(Br)c1OCCO
 : 3	2	2	-12	-0.1	-1.0	3	i	-1	-6
> CN(C)c1ccc(C(=O)N2CCCC(CCC(=O)N3CCN(c4ccccn4)CC3)C2)cc1 (stereo not drawn)
 : -2	2	0	-4	-0.2	-0.1	-14	i	0	0
> CCOc1ccc(NC(=O)CSc2nc(=O)n(Cc3ccccn3)c3c2CCC3)cc1
 : -3	7	0	0	0.0	-0.2	22	i	1	0
> CN(CC(=O)Nc1cccc(F)c1)C(=O)c1ccc(OCc2ccccc2)cc1
 : -7	5	-3	-10	1.0	0.3	3	i	1	0
> O=C(NCc1ccc(F)cc1)c1cc(C2CCCN(C(=O)c3ccccn3)C2)on1 (stereo not drawn)
 : 0	0	-1	·	-2.3	0.0	-9	i	0	2
> COc1ccc(C)cc1-n1ccn(CC(=O)Nc2ccc(Br)cc2F)c(=O)c1=O
 : -3	-5	2	-5	-1.3	0.0	10	i	6	4
> O=C(Nc1ccccc1)Nc1ccc(F)cc1F
 : 1	-2	1	-1	-1.3	-0.4	11	i	2	-5
> O=C(COC(=O)/C=C/c1ccc(F)cc1)Nc1ccc(S(=O)(=O)N2CCOCC2)cc1
 : 0	-13	-1	-8	-0.9	-0.3	-7	i	-7	-1
> COc1ccc([C@H]2CC(=O)C=C(c3cc4ccccc4s3)C2)cc1
 : -2	-11	3	-17	4.1	-0.3	6	i	43	-3

# Outcome played no part in choosing rows; overall some 3.6% were active at least once.
